Source: PubChem BioAssay (several laboratories)
GDH-TPI counter = counter-screen for M. tuberculosis FBA inhibitors: GDH-TPI coupled enzymes | GDH-TPI coupled enzyme counterscreen, NADH absorbance | inhibition, % at 4.8 µM | hit rate 1.2% among 360,000; in the data active = inhibition above about 30%;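 note: 0% = DMSO wells and 100% = wells lacking the enzyme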
PfHsp40 rescue = restores yeast growth despite PfHsp40 toxicity | S. cerevisiae expressing PfHsp40, growth rescue, ATP luminescence | growth rescue, % at 12.5 µM | hit rate 0.68% among 340,000; in the data active = growth rescue above about 28%, passing the limit was not always enough; inconclusive = no clear call, values can overlap the other calls;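 note: yeast W303a lacking pdr1 and pdr3 grown in galactose medium; growth measured after three days at 30 °C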
BH1578 lux ind = inducers of Vibrio cholerae quorum light production without autoinducers. V. cholerae BH1578 lux reporter, luminescence, 6 h. hit rate 0.16% among 350,000. activation, % at 18.7 µM; in the data active = activation mostly above about 9.7%, no sharp cut-off; inconclusive = no clear call, values can overlap the other calls; inactive = mostly below about 3.7%; note: not every result past the cut was called active; inactives centre near 0; reference of the scale not given here
Mtb UGM inh = inhibitors of M. tuberculosis UDP-galactopyranose mutase | P9WIQ1 | purified UGM, fluorescence polarization probe displacement | inhibition, % at 10 µM | hit rate 0.06% among 320,000 | AID 504406; in the data active = inhibition above about 10%, passing the limit was not always enough; inconclusive = no clear call, values can overlap the other calls
Mtb FBA inh = inhibits M. tuberculosis FBA enzyme. purified M. tuberculosis FBA, fluorescence read-out. inhibition, % at 1 µM. hit rate 2.3% among 360,000; in the data active = inhibition above about 27%;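 note: 0% = vehicle and 100% = reference inhibitor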
BioA inh = blocks M. tuberculosis BioA enzyme activity; purified M. tuberculosis BioA enzyme, plate reader; hit rate 0.096% among 360,000; inhibition, % at 9.99 µM; in the data active = inhibition above about 40%; inconclusive = no clear call, values can overlap the other calls
FadD28 binding = inhibitors of Mycobacterium tuberculosis FadD28 bisubstrate binding; FadD28 bisubstrate probe binding, fluorescence polarization; inhibition, % at 12.5 µM; hit rate 0.22% among 360,000; in the data active = inhibition above about 8.5%, passing the limit was not always enough; inconclusive = no clear call, values can overlap the other calls
TcdB inh = TcdB glycohydrolase inhibition | P18177 | TcdB glycohydrolase enzymatic assay, plate reader | inhibition, % at 9.99 µM | hit rate 0.24% among 350,000; in the data active = inhibition above about 10%
Y pestis TopoI = inhibitors of Yersinia pestis topoisomerase I. activity, % at 10 µM. AID 504884. Y. pestis Topo-I cleavage product accumulation, plate reader. hit rate 0.064% among 360,000; in the data active = activity above about 50%, passing the limit was not always enough; inconclusive = no clear call, values can overlap the other calls; note: inactives centre near 2
Starred values were filed as active, the others as inactive; i = inactive; ? = inconclusive; / = not tested or not shown.

SMILES	GDH-TPI counter	PfHsp40 rescue	BH1578 lux ind	Mtb UGM inh	Mtb FBA inh	BioA inh	FadD28 binding	TcdB inh	Y pestis TopoI
CC1(C)C(C=C(Cl)Cl)C1C(=O)Nc1ccc(S(=O)(=O)Nc2ncccn2)cc1 (stereo unspecified)	7	-1.2	-0.1	1.8	1	-0.7	/	2.0	5
COc1cccc(C(=O)C2CCCN(Cc3ccc4nsnc4c3)C2)c1 (stereo unspecified)	2	-1.5	4.5	0.0	-1	0.5	-3.9	0.7	18
Cc1noc(C)c1CSCC(=O)Nc1nc2ccc(Oc3ccccc3)cc2s1	3	2.2	3.1	-2.2	-2	-0.4	-5.3	/	17
O=C(CCCC(=O)OCC(Cl)=C(Cl)Cl)Nc1ccccc1F	11	2.1	-0.4	0.6	1	0.5	-0.5	-0.2	10
COc1cc(NC(=O)Cn2c(C)cc3ccccc3c2=O)cc(OC)c1OC	10	-0.5	i	-2.3	2	-1.7	0.9	/	6
CCNC(=O)C1(C)CCCN(C(=O)Cc2ccc(OC)c(OC)c2)C1 (stereo unspecified)	12	/	-0.2	/	3	-1.7	-0.9	0.3	-2
c1ccc(COc2ncnc3c2ncn3CCCNCCN2CCOCC2)cc1	-5	-1.4	-0.5	/	1	-1.2	0.1	1.4	1
Cc1ccc(CN2CCN(Cc3nc4c(s3)CCCC4)CC2CCO)cc1 (stereo unspecified)	1	-1.1	-0.5	-0.1	-2	1.4	-3.1	1.7	32
Cc1onc(-c2ccccc2)c1C(=O)N(C)CCc1ccccn1	-10	-0.5	i	3.9	-1	-0.4	1.1	0.8	8
O=C1/C(=C/c2cccnc2)Oc2cc(OS(=O)(=O)c3ccc(F)cc3)ccc21	7	0.7	i	-1.7	2	0.8	-0.5	1.9	0
CCOC(=O)CC(=O)CSc1ccc2nnc(-c3cccc(F)c3)n2n1	19	-1.0	-0.2	-0.4	7	28	-1.3	/	6
COC(=O)c1ccccc1S(=O)(=O)Nc1ccc(OC)nc1	-3	-0.1	-1.7	1.8	-4	-1.4	-2.5	/	8
CC(C)C(=O)Nc1ccc(NC(=O)c2cccs2)cn1	10	-0.5	-0.3	0.0	1	-0.4	0.7	/	6
O=C(Nc1ccc2c(c1)OCCO2)C(=O)c1c[nH]c2ccccc12	26	-1.4	-0.7	-0.1	1	-2.2	-6.0	1.1	-11
COC(=O)c1ccc(CSc2nnc3n(Cc4ccccc4OC)c(=O)c4ccccc4n23)o1	6	-0.2	1.1	-1.1	1	/	-2.0	/	5
CCOC(=O)/C(C#N)=N\Nc1cc(Cl)ccc1OC	4	0.5	-0.3	1.3	-1	/	-2.8	0.2	-11
O=C(CN1C(=O)C2CC=CCC2C1=O)OCc1cc(=O)n2cc(Br)ccc2n1 (stereo unspecified)	11	-0.1	-1.0	-1.9	-1	/	0.4	0.7	8
CC(CC(=O)Nc1ccc(F)cc1)S(=O)(=O)c1ccc2c(c1)NC(=O)CO2 (stereo unspecified)	1	-0.5	-12	0.4	-2	-1.2	-1.5	1.7	-3
Clc1cccc(Nc2ncnc3ccc(Br)cc23)c1	20	?	i	0.5	0	20	-9.1	1.5	-17
COCCCn1cnnc1SCc1nc2sc(C(C)=O)c(C)c2c(=O)[nH]1	19	2.3	-2.0	3.0	11	2.0	-3.7	1.5	0
CCOCCCNS(=O)(=O)c1ccc(Br)cc1	7	0.4	-26	-2.3	-6	0.9	-2.3	/	1
COC(=O)C1CSc2[nH]c(=O)sc2C1c1ccc(O)c(OC)c1 (stereo unspecified)	2	-1.8	-0.5	0.7	3	/	-2.4	/	-6
COc1ccc2[nH]cc(/C=C(/C#N)S(=O)(=O)c3ccccc3)c2c1	-1	2.8	i	0.8	-3	-3.2	-11	-1.5	-9
Cc1ccc(-n2cc(CNCCN3CCOC3=O)c(-c3ccc(F)cc3)n2)cc1	-4	0.4	4.2	1.5	3	2.8	-4.4	0.7	-6
O=c1c2ccccc2nc(-c2ccoc2)n1CCc1ccccc1	7	-0.6	i	2.2	2	0.7	-5.2	/	11
O=C(Nc1cccc(F)c1)N1CC=C(c2ccc(Cl)cc2)CC1	-7	0.6	-0.3	4.1	3	1.8	-2.1	/	5
COCCn1c(SCC(=O)NC2(C#N)CCCCC2)nc2ccccc2c1=O	2	-2.2	-2.0	-2.6	0	2.2	-1.3	-2.3	-6
Cc1cc(C(=O)Nc2ccc(S(=O)(=O)N3CCOCC3)cc2)ccc1[N+](=O)[O-]	5	-0.9	-0.9	0.5	0	2.2	-5.4	1.2	-2
CC1(C)SC(=S)N(/N=C/c2ccccc2)C1N(O)C(=O)Nc1ccc([N+](=O)[O-])cc1 (stereo unspecified)	42*	-0.5	i	2.2	-3	-0.8	-2.0	/	-12
COc1ccc(/C=C/C(=O)NC(=S)NN2CCCCC2c2cccnc2)cc1 (stereo unspecified)	11	1.5	i	1.6	1	-7.2	-1.3	/	15
O=C(Nc1cccc([N+](=O)[O-])c1)c1ccn[nH]1	-3	1.3	i	1.0	1	/	-1.2	0.7	-7
CC1NC(=O)NC1CCCCCC(=O)NCCc1ccccc1 (stereo unspecified)	-6	-1.0	i	1.1	0	-24	-4.6	1.6	-10
O=C1c2ccccc2C(=O)N1CCCCN(C(=O)c1cc2ccccc2oc1=O)c1ccc(F)cc1F	11	0.0	-0.3	0.5	-1	/	0.5	/	-2
COc1cc(CNCCc2ccccc2)ccc1OCc1ccc(Cl)nc1	-1	1.7	i	0.8	-4	4.2	-5.0	0.7	10
O=S(=O)(NCC1CCCO1)c1ccc(NS(=O)(=O)c2ccc(F)cc2)cc1 (stereo unspecified)	-1	-0.6	-0.3	3.3	1	-0.8	0.4	0.6	-3
COc1ccc(NC(=O)c2cc([N+](=O)[O-])nn2Cc2ccccc2)c(C)c1	0	4.4	-0.3	3.3	0	0.2	-15	/	-1
Cc1ccc(S(=O)(=O)N(CC(=O)Nc2cccnc2)c2cccc(Br)c2)cc1	1	1.8	i	-1.2	0	3.4	-3.3	0.9	24
CCc1c(C(=O)Nc2cc(C)cc(C)c2)[nH]c(C)c1C(C)=O	-1	-1.4	-0.4	4.3	-2	/	-3.5	/	-3
CCn1nnnc1NCc1ccc(Cl)cc1	-13	-0.8	6.7	1.6	1	1.6	-0.5	-0.3	2
O=C(NCCSCc1ccccc1)c1cc(S(=O)(=O)N2CCOCC2)ccc1F	20	1.2	-2.0	1.4	0	1.0	0.5	/	2
CC(C)(C)c1ccc(C(=O)NNC(=S)NCc2ccco2)cc1	-5	8.7	-0.4	-4.0	0	/	-0.3	1.9	-2
CCOC(=O)C1CCCN(C(=O)CN2C(=O)c3ccccc3S2(=O)=O)C1 (stereo unspecified)	2	0.0	-1.0	2.7	-2	-0.6	-1.1	1.4	10
CCc1nc2ccc(C(=O)NCC3CCCCC3)cn2c1N(C)C(=O)c1cccc(OC)c1	2	/	-0.4	/	0	-0.4	-0.5	1.6	20
Cc1cc(C(=O)CCC(=O)NNC(=O)c2ccccc2O)c(C)s1	7	-0.9	i	0.6	9	-1.2	0.3	3.9	-6
COCc1cc(C)n(CC(=O)Nc2c(C)cccc2C)c(=O)c1C#N	10	4.0	-0.3	0.6	14	-0.9	-0.5	1.0	1
Cc1nc2ncnn2c(C)c1Cc1ccc(Cl)cc1F	-9	0.4	-0.3	-0.9	1	0.8	-1.1	0.4	3
O=C(CSCc1nc2ccccc2[nH]1)Nc1ccccc1	7	0.0	1.0	-0.8	4	0.1	-0.2	/	-5
O=C(CCCn1c(SCc2cc(=O)n3cc(Cl)ccc3n2)nc2ccccc2c1=O)NCC1CCCO1 (stereo unspecified)	12	-1.2	-0.5	0.9	0	-1.7	-0.6	1.9	7
Cc1cc(-c2nnc(CCC(=O)NCCc3ccccc3F)o2)no1	10	-0.8	-3.6	3.8	3	1.0	-1.5	1.2	-5
O=C(COC(=O)c1ccc(F)cc1)Nc1ccc(Cl)cn1	-10	-0.3	0.0	-1.3	8	/	-3.3	0.1	-2
O=C1NC(=O)C2(C(=O)N1)C(c1ccc(F)cc1)NC(=S)NC2c1ccc(F)cc1 (stereo unspecified)	-3	-0.8	-0.6	3.6	-2	0.6	-1.2	/	-6
S=C(Nc1ccccc1)c1ccccn1	15	-0.7	0.5	-0.2	-3	/	0.4	/	-2
COc1ccc(-c2csc(NC(=O)c3ccccc3C(=O)O)n2)cc1	0	-1.1	-0.5	0.9	0	/	-1.9	0.2	-4
CCOC(=O)C1=NN(C(=O)COc2ccccc2)C(O)(c2ccc(Cl)cc2)C1 (stereo unspecified)	2	2.5	-0.3	-1.3	3	/	-2.3	1.0	3
O=C1CN(C(=O)/C=C/c2ccc(Cl)cc2)c2ccccc2N1	17	0.3	-0.3	-0.8	0	/	-1.8	6.2	20
Cc1cccc(-c2nnc(SC(C)C(=O)N3CCOCC3)o2)c1 (stereo unspecified)	-6	-0.2	i	3.4	1	0.1	-1.8	0.4	-8
O=C(Cc1cn(Cc2cccc(Cl)c2)c2ccccc12)N1CCCCCC1	3	0.8	-2.7	-0.9	-1	/	-0.9	2.9	32
CC1CCCCC12NC(=O)N(CC(=O)N1CCN(S(=O)(=O)c3ccc(Cl)s3)CC1)C2=O (stereo unspecified)	4	/	i	/	3	-0.7	-2.5	0.5	5
Cc1cccc(/C(N)=N/OC(=O)CCc2ccccc2)c1	2	1.3	-0.4	-1.7	-3	2.4	-2.1	0.8	14
COc1cccc(N2C(=O)Nc3ccccc3C2(O)C(=O)NCc2ccc3c(c2)OCO3)c1 (stereo unspecified)	4	-0.8	i	0.1	1	-1.5	-0.5	/	-7

Looked up above.
In BioA inh, Cc1cccc(/C(N)=N/OC(=O)CCc2ccccc2)c1 is entered as 2.4
In BH1578 lux ind, O=C1NC(=O)C2(C(=O)N1)C(c1ccc(F)cc1)NC(=S)NC2c1ccc(F)cc1 (stereo unspecified) is entered as -0.6
In FadD28 binding, S=C(Nc1ccccc1)c1ccccn1 is entered as 0.4

Random excerpt: two compounds from above.
SMILES	GDH-TPI counter	PfHsp40 rescue	BH1578 lux ind	Mtb UGM inh	Mtb FBA inh	BioA inh	FadD28 binding	TcdB inh	Y pestis TopoI
Cc1cc(-c2nnc(CCC(=O)NCCc3ccccc3F)o2)no1	10	-0.8	-3.6	3.8	3	1.0	-1.5	1.2	-5
O=c1c2ccccc2nc(-c2ccoc2)n1CCc1ccccc1	7	-0.6	i	2.2	2	0.7	-5.2	/	11

Going on with the list:
SMILES	GDH-TPI counter	PfHsp40 rescue	BH1578 lux ind	Mtb UGM inh	Mtb FBA inh	BioA inh	FadD28 binding	TcdB inh	Y pestis TopoI
COC(=O)c1ccccc1NC(=S)NC(=O)c1cccc2ccccc12	5	0.1	i	0.4	2	-0.6	-4.5	/	22
N#Cc1nc(Cc2ccccc2)oc1NCc1ccccc1	1	2.0	-2.9	-1.3	-8	1.8	0.0	/	3
CCC(C(=O)NC1CCCC1)N(C(=O)Cn1nnc(-c2ccc(C)o2)n1)c1cnc2ccccc2c1 (stereo unspecified)	3	-1.3	i	3.8	1	-1.6	0.5	/	0
C=CCn1c(SCc2c(C(=O)OC)sc(N)c2C(=O)OC)nnc1-c1ccc(Br)cc1	22	-0.5	i	0.1	4	59*	-0.7	/	14
O=C1C=C(c2cc(C(F)(F)F)cc(C(F)(F)F)c2)C[C@@H](c2ccc(Cl)cc2)C1	5	0.9	i	1.2	-1	-0.5	-0.3	1.0	20
CCn1c(SCC(=O)Nc2ccc(N3CCOCC3)cc2)nnc1C1CC1	-3	0.5	1.8	2.3	0	6.1	-3.2	-0.5	-10
O=C(COc1ccccc1)N1CCN=C1SCc1cccnc1	3	-0.8	i	0.8	2	-3.7	-0.5	/	-12
CCC1(c2ccccc2)NC(=O)N(CC(=O)NNC(=O)COc2ccc(Cl)cc2C)C1=O (stereo unspecified)	2	-0.2	-1.3	0.8	-2	2.5	-4.1	-0.2	1

Part of the list above, showing only PfHsp40 rescue, Mtb UGM inh and FadD28 binding:
SMILES	PfHsp40 rescue	Mtb UGM inh	FadD28 binding
N#Cc1nc(Cc2ccccc2)oc1NCc1ccccc1	2.0	-1.3	0.0
CCC(C(=O)NC1CCCC1)N(C(=O)Cn1nnc(-c2ccc(C)o2)n1)c1cnc2ccccc2c1 (stereo unspecified)	-1.3	3.8	0.5
C=CCn1c(SCc2c(C(=O)OC)sc(N)c2C(=O)OC)nnc1-c1ccc(Br)cc1	-0.5	0.1	-0.7
